INS-1E GSIS act: GLuc luminescence reporter in INS-1E cells, primary screen for activators of glucose-dependent secretion of insulin; INS-1E GLuc reporter insulin secretion, 2-3 h; activation, % at 16.6 µM; hit rate 0.61% among 370,000;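 active means lowest replicate activation of at least 40%, so every replicate reaches that level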;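 further: 0% = median of neutral control wells and 100% = median of IBMX positive control wells; some compounds called inactive have numbers as strong as hits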
FN deposit inh: inhibitors of fibronectin matrix deposition, primary screen, AH1F cells, Alexa488-fibronectin fluorescence, plate reader | AH1F fibroblasts, overnight | inhibition, % at 12.6 µM | hit rate 0.086% among 350,000 | AID 743247, 2014;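 active means mean inhibition across replicates of 30% or more, regardless of how many single replicates reach that level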;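 further: positive control wells lacked labelled fibronectin entirely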
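Material – AH1F fibroblast monolayer, labelled fibronectin deposition · Reagent – labelled fibronectin 24 nM · Timing – 1 h adhesion, overnight exposure · Measured by – fluorescence at 485 nm excitation, 525 nm emission · Read-out – inhibition of fibronectin deposition signal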
Active calls of the source: *; & = joins results of further samples. A portion of the library; rates above refer to the full screens.

CCc1c(C(=O)NNC(=S)NCc2ccccc2)csc1C was read as INS-1E GSIS act -8 and FN deposit inh 1.
For CC(C)Cc1nnc(NC(=O)CS(=O)(=O)Cc2ccccc2)s1 the results were INS-1E GSIS act -15 and FN deposit inh 5.
For CN(Cc1nc2ccc(F)cc2[nH]1)Cc1nc(CC2CC2)no1 the results were INS-1E GSIS act -11 and FN deposit inh 0.
COc1ccc(/C=C2\C(=O)NC(=S)N2C(=O)c2ccc(C)cc2)cc1 was read as INS-1E GSIS act -34 and FN deposit inh 5.
Screening O=S(=O)(c1ccc(NC(=S)NCCC(c2ccccc2)c2ccccc2)cc1)N1CCOCC1 returned INS-1E GSIS act -30 and FN deposit inh -1.
Screening Cc1nonc1NC(=O)CSc1nc2c(C)cccc2cc1C#N returned INS-1E GSIS act 7 and FN deposit inh -26.
Screening CCc1nc2oc3ccccc3c(=O)c2c(=O)n1Cc1ccccc1 returned INS-1E GSIS act -5 and FN deposit inh -5.
Screening CCOc1ccc(Cl)cc1/C=N/NC(=O)c1ccccc1 returned INS-1E GSIS act 12 and FN deposit inh -13.
Screening CCN(C[C@@H]1[C@@H](c2ccc(-c3ccccc3)cc2)[C@@H](CO)N1CC1CC1)C(C)=O returned INS-1E GSIS act -12 and FN deposit inh 7.
Screening O=C(COC(=O)c1cccc(Br)c1)Nc1cccc2c1C(=O)c1ccccc1C2=O returned INS-1E GSIS act 98* and FN deposit inh 0.
CCOC(=O)CSC(=S)NC(=O)c1ccc(OC)cc1 was read as INS-1E GSIS act -8 and FN deposit inh -5.
Screening Cc1sc(NC(=O)Cn2c(=O)oc3ccccc32)nc1-c1ccc(Cl)cc1 returned INS-1E GSIS act -3 and FN deposit inh -9.
For COc1ccc(NC(=O)c2ccc(=O)[nH]c2)cc1S(=O)(=O)N1CCCCC1 the results were INS-1E GSIS act 2 and FN deposit inh 0.
O=C(CN1CCN(c2ccccc2)CC1)Nc1ccccc1Sc1ccccc1 was read as INS-1E GSIS act -13 and FN deposit inh -10.
`Cc1ccc(C(=O)N/C(=C/c2ccco2)C(=O)OCN2C(=O)c3ccccc3C2=O)cc1` gave INS-1E GSIS act -15 and FN deposit inh -1.
Screening CC(NS(=O)(=O)c1ccc(OCC(=O)Nc2cccc([N+](=O)[O-])c2)cc1)c1ccccc1 (centres undefined) returned INS-1E GSIS act -49 and FN deposit inh 12.
`CC1=CSC2=NC(=O)/C(=C/c3cccc(OC(=O)c4ccco4)c3)C(=N)N12` gave INS-1E GSIS act -8 and FN deposit inh 2.
C/C(=N\NC(=O)CNC(=O)C(c1ccccc1)c1ccccc1)c1ccc(C)cc1 was read as INS-1E GSIS act -19 and FN deposit inh 0.
`CCc1ccc(C(=O)OCC(=O)Nc2cccc(S(=O)(=O)NC3=NCCCCC3)c2)cc1` gave INS-1E GSIS act -22 and FN deposit inh 3.
Screening COc1ccc2nc(Nc3nc4ccc(NC(C)=O)cc4s3)sc2c1 returned INS-1E GSIS act -34 and FN deposit inh 15.
O=C(COC(=O)c1cccnc1Cl)NCc1ccc2c(c1)OCO2 was read as INS-1E GSIS act 13 and FN deposit inh -6.
CC(=O)N1[C@@H]2CN(CC(F)(F)F)C[C@H]1C2c1ccccc1 (some centres undefined) was read as INS-1E GSIS act 19&9 and FN deposit inh -5&-7.
For O=C(CCCc1ccccc1)NC1CC1 the results were INS-1E GSIS act 5 and FN deposit inh 7.
Screening Cc1ccccc1C(=O)O/N=C(\c1ccccc1)c1ccccn1 returned INS-1E GSIS act 5 and FN deposit inh 2.
Screening C/C(=N/NC(=O)c1ccoc1C)c1cccc(NC(=O)C2CC2)c1 returned INS-1E GSIS act -6 and FN deposit inh -3.
`O=C(Nc1c2c(nc3c1CCC3)CCCC2)c1ccccn1` gave INS-1E GSIS act 27 and FN deposit inh 11.
Screening Cc1cccc(-c2cc3c(N=O)c4ccccc4c-3n[nH]2)c1 returned INS-1E GSIS act -2 and FN deposit inh -8.
For CN(/C(=N\S(=O)(=O)c1ccccc1)c1ccccc1)c1ccc(O)cc1 the results were INS-1E GSIS act 26 and FN deposit inh 3.
For COc1ccc(CC(C#N)(CO)c2nc3ccccc3[nH]2)cc1 (centres undefined) the results were INS-1E GSIS act 5 and FN deposit inh 1.
For O=C(/C(=C\c1ccccc1)c1nc2ccccc2[nH]1)c1ccc(Cl)cc1 the results were INS-1E GSIS act -4 and FN deposit inh -8.
`CCOC(=O)c1c(NC(=O)COc2cccc3c2CCN(C)C3=O)sc2c1CCC2` gave INS-1E GSIS act 8 and FN deposit inh -3.
O=C(Nc1ccon1)c1ccccc1F was read as INS-1E GSIS act 10 and FN deposit inh 0.
COCCCNC(=O)c1sc2ncn(CC(=O)Nc3ccc(C)c(Cl)c3)c(=O)c2c1C was read as INS-1E GSIS act -18 and FN deposit inh -5.
CCCCCCn1c(COc2ccccc2F)nnc1SCC(=O)c1c(N)n(C)c(=O)n(C)c1=O was read as INS-1E GSIS act -3 and FN deposit inh 1.
Screening Cc1ccc(/C=C/C(=O)Nc2cc(S(=O)(=O)N3CCCCCC3)ccc2OCC(F)(F)F)o1 returned INS-1E GSIS act 4 and FN deposit inh 2.
For Cc1cc(C)nc(NC(=O)c2c(-c3ccccc3Cl)noc2C)c1 the results were INS-1E GSIS act 32 and FN deposit inh 5.
Screening O=C(NC(c1ccccc1)c1ccccc1)N1CCN(CCO)CC1 returned INS-1E GSIS act -6 and FN deposit inh 2.
For O=C(CN1CCN(C(=S)NC2CCCC2)CC1)Nc1ccc(Oc2ccccc2)cc1 the results were INS-1E GSIS act -21 and FN deposit inh -8.
O=C(c1ccccc1)N1CCN(C(=O)c2ccc([N+](=O)[O-])cc2)CC1 was read as INS-1E GSIS act 2 and FN deposit inh -7.
For CCOc1ccc(/C=N/OCC(=O)NCc2ccc3c(c2)OCO3)cc1OC the results were INS-1E GSIS act 10 and FN deposit inh 8.
Screening COc1cccc(C2C(C#N)=C(N)N(c3ncn[nH]3)C3=C2C(=O)CCC3)c1 (centres undefined) returned INS-1E GSIS act 17 and FN deposit inh 3.
For S=C(Nc1ccc(Br)cc1)N1CCCC1 the results were INS-1E GSIS act -3 and FN deposit inh 0.
`COc1ccc(OC)c(/C=C/C(=O)OCC(=O)Nc2cccc(Oc3ccccc3)c2)c1` gave INS-1E GSIS act 1 and FN deposit inh 3.
`Cc1ccccc1-n1c(-c2ccoc2C)n[nH]c1=S` gave INS-1E GSIS act 27 and FN deposit inh 4.
Screening O=C(Oc1ccccc1)c1cccnc1Oc1ccccc1 returned INS-1E GSIS act 60 and FN deposit inh 0.
`CCN(C(=O)CCCC(=O)N(CC)c1ccccc1)c1ccccc1` gave INS-1E GSIS act 2 and FN deposit inh 3.
Cc1ccc(C)c(C(=O)COC(=O)CCCC(=O)Nc2cc(C(F)(F)F)ccc2Cl)c1 was read as INS-1E GSIS act 15 and FN deposit inh -3.
`Cc1ccc(CNc2cnn(C34CC5CC(CC(C5)C3)C4)c(=O)c2Cl)cc1` gave INS-1E GSIS act -21 and FN deposit inh -6.
Screening COc1ccccc1OC(=O)CCN1c2ccccc2Sc2ccccc21 returned INS-1E GSIS act -31 and FN deposit inh -8.
CNC(=O)COC(=O)/C=C/c1c(C)nn(-c2ccccc2)c1C was read as INS-1E GSIS act -8 and FN deposit inh 5.
`COc1cccc(C2c3[nH]c4ccccc4c3CCN2Cc2cccn2-c2ncccn2)c1` (centres undefined) gave INS-1E GSIS act 12 and FN deposit inh 1.
O=C(N/N=C/c1ccccc1OC(=O)c1ccc2c(c1)OCO2)c1cccc(F)c1 was read as INS-1E GSIS act 5 and FN deposit inh -11.
CC(C)Cn1c(-c2ccc(Br)o2)n[nH]c1=S was read as INS-1E GSIS act 10 and FN deposit inh -4.
O=C(Cc1ccccc1)N/N=C/c1cc2c(cc1Cl)OCO2 was read as INS-1E GSIS act -28 and FN deposit inh -4.
For C/C=C/c1ccc([C@H]2[C@H](CO)N(C(=O)C3CCCC3)C23CN(C(=O)NC(C)C)C3)cc1 the results were INS-1E GSIS act -8 and FN deposit inh 9.
Screening CCCc1sc(N)nc1-c1ccc(Cl)cc1 returned INS-1E GSIS act 33 and FN deposit inh 8.
For CCOC(=O)c1cc2c(ccn2C)n1CC(=O)N(Cc1ccccc1)c1ccccc1 the results were INS-1E GSIS act -4 and FN deposit inh -3.
Screening CC(=O)c1cccc(NC(=S)NC(=O)CC(C)C)c1 returned INS-1E GSIS act -2 and FN deposit inh 6.
Screening Cc1cc(SCC(=O)c2cccs2)n2nc(C)c(-c3ccc(Cl)cc3)c2n1 returned INS-1E GSIS act 17 and FN deposit inh 4.
`CN1CCN(c2ccc(NC(=O)c3ccc4c(c3)[nH]c(=O)n4Cc3ccc(F)cc3)cc2)CC1` gave INS-1E GSIS act 16 and FN deposit inh -2.
For CCN1C(=O)c2cccc3c(S(=O)(=O)N(C(=O)c4ccncc4)c4ccc(OC)cc4)ccc1c23 the results were INS-1E GSIS act -32 and FN deposit inh -1.
`Cn1c(CNc2ccc(Cl)cc2)nnc1SCC#N` gave INS-1E GSIS act 1 and FN deposit inh 2.
O=C1Nc2ccccc2N(O)N1c1ccc(S(=O)(=O)N2CCOCC2)cc1 was read as INS-1E GSIS act 5 and FN deposit inh -2.
`Cc1ccc(Nc2nnc(SCC(=O)NC3CCCc4ccccc43)s2)cc1` (centres undefined) gave INS-1E GSIS act -25 and FN deposit inh 17.
C[C@@H]1CN([C@@H](C)CO)C(=O)c2c(c3ccccc3n2C)-c2ccccc2CO[C@H]1CN(C)C(=O)Nc1cccc(C(F)(F)F)c1 was read as INS-1E GSIS act 40 and FN deposit inh 6.
Screening CNC(=O)C1=NCCCc2cc(OC)c(OC)cc21 returned INS-1E GSIS act 42 and FN deposit inh 11.
Screening Nc1ccc(C(=O)OCc2csc(-c3ccccc3)n2)cc1[N+](=O)[O-] returned INS-1E GSIS act 46* and FN deposit inh -18.
For O=C(Nc1ccccc1)c1cnc2ccccc2n1 the results were INS-1E GSIS act 12 and FN deposit inh 9.
CC(=O)Nc1ccc(NC(=S)NC(=O)c2cc3ccccc3o2)cc1 was read as INS-1E GSIS act 7 and FN deposit inh 4.
Screening CC(C)CSC1=NSC2=NC(=O)/C(=C\c3cccs3)C(=N)N12 returned INS-1E GSIS act -33 and FN deposit inh -4.
`COc1ccc([C@@H]2CC=CC[C@H](C)Oc3ccccc3C(=O)N(C)[C@@H](Cc3ccccc3)C(=O)N2)c(OC)c1` (mixture of isomers) gave INS-1E GSIS act -4 and FN deposit inh 6.
`COC(=O)c1cc(C(=O)NCCN2C(=O)S/C(=C\c3cccs3)C2=O)cc([N+](=O)[O-])c1` gave INS-1E GSIS act 15 and FN deposit inh -2.
For CC(=O)OCCCNc1cc(SCc2ccco2)c2nonc2c1[N+](=O)[O-] the results were INS-1E GSIS act -4 and FN deposit inh -2.
O=[N+]([O-])c1ccc(S(=O)(=O)N/N=C/c2cccs2)cc1 was read as INS-1E GSIS act 4 and FN deposit inh -1.
Screening CCn1cc(C(=O)N2CCc3ccccc32)c(=O)c2cc(S(=O)(=O)N(C)C3CCCCC3)ccc21 returned INS-1E GSIS act -19 and FN deposit inh 26.
For OC(CNCc1ccccn1)c1ccccc1 (centres undefined) the results were INS-1E GSIS act -1 and FN deposit inh 3.
For Cc1ccc(C(c2nnnn2C2CCCCC2)N2CCc3ccccc32)cc1 (centres undefined) the results were INS-1E GSIS act 5 and FN deposit inh 9.
COc1ccc(NC(=O)Nc2ccc(Br)cn2)cc1 was read as INS-1E GSIS act 6 and FN deposit inh 0.
CCCCNC(=O)CCSc1ccc(C)cc1 was read as INS-1E GSIS act -1 and FN deposit inh -3.
For COCCCNCCCOc1ccc(Cl)cc1C(C)(C)C the results were INS-1E GSIS act 9 and FN deposit inh -2.
Screening N/C(=N\OC(=O)N1CCOCC1)c1ccc(Br)cc1 returned INS-1E GSIS act -2 and FN deposit inh -2.
CC(C)CN(C(=O)CN1CCN(c2ccc(O)cc2)CC1)c1c(N)n(CC(C)C)c(=O)[nH]c1=O was read as INS-1E GSIS act -6 and FN deposit inh 0.

High-throughput results (PubChem)
